High-throughput results from PubChem.
m5-HT2A agonist: agonists of mouse serotonin 5-HT2A receptor (HTR2A) | P35363 | CHO-K1 mHTR2A beta-arrestin complementation, luminescence; percent of 30 µM serotonin response | activation, % at 7.6 µM | 360,000 compounds, 0.66% hits;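 active means activation above a run cutoff, the mean activation of all tested compounds plus 3 SD, cut at about 14% in these data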;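 further: 0% = plate median of compound wells and 100% = 30 µM serotonin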
Target sequence (P35363 whole entry, looked up): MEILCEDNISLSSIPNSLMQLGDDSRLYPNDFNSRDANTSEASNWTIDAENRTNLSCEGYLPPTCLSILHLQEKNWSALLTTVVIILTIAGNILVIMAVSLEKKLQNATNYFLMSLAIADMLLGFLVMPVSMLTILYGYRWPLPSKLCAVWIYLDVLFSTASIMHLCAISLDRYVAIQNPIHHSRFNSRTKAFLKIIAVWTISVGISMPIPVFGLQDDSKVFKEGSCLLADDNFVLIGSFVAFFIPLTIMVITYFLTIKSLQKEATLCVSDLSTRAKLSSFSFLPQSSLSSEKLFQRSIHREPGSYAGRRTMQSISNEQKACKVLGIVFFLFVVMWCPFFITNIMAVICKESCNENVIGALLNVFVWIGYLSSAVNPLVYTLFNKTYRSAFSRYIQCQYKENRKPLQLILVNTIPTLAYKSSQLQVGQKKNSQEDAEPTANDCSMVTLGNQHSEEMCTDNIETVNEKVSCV
Exocytosis inh: blocks lytic granule exocytosis | TALL-104 LAMP-1 surface exposure, flow cytometry; cells stimulated with thapsigargin and PMA | 360,000 compounds, 0.66% hits | inhibition, % at 10 µM;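 active means inhibition above about 55%, limit read from the data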
Vif inh: blocks HIV Vif function | 340,000 compounds, 0.35% hits | HEK293T cells, Vif self-association by quenched fluorescence, imaging, 24 h | AID 602346 | inhibition, % at 7.49 µM; in the data active means inhibition above about 50%, passing the limit was not always enough; further: some results filed as inactive read as strong as hits
PDI turbidity: blocks human protein disulfide isomerase activity | P07237 | inhibition, % at 10 µM | PDI insulin aggregation turbidity, A650, 90 min | 350,000 compounds, 0.052% hits | AID 588391;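 active means mean inhibition across replicates of 30% or more, whatever share of single replicates reach that level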;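 further: absorbance from insulin aggregation driven by PDI reduction with DTT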
Target sequence (P07237 whole entry, looked up): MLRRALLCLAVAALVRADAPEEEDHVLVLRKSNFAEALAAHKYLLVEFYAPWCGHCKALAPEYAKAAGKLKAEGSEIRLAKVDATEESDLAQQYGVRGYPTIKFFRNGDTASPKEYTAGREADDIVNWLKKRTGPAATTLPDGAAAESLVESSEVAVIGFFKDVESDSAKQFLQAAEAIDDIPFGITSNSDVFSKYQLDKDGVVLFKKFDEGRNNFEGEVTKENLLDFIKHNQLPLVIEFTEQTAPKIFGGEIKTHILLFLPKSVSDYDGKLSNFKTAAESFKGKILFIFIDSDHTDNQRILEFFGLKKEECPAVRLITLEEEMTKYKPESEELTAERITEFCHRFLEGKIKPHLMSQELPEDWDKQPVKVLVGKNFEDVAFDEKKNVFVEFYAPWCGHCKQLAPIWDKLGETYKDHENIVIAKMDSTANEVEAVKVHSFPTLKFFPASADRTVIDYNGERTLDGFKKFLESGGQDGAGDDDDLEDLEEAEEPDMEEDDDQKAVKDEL
CaV13 FRET inh: Disruptors of the CACNA1D IQ motif to Ca2+-dependent inactivation inhibitor domain association, primary screening, Förster resonance energy transfer in intact living …; HEK cells, CFP/YFP FRET ICDI-IQ, plate reader, 10 min; percent FRET-ratio fall versus neutral wells; inhibition, % at 12.3 µM; 340,000 compounds, 0.098% hits; AID 743397;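 active means mean replicate inhibition of at least 30% and at least 1% of replicates passing that level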;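 further: 0% = median of the neutral control wells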
hiPSC survival: hiPSC single-cell survival enhancement; ATPlite luminescence; 100% = ROCK inhibitor wells, 0% = DMSO; survival enhancement, % at 20 µM; 360,000 compounds, 0.044% hits; in the data active means survival enhancement above about 18%;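 further: cells exposed to compounds for 16 hours before the ATP read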
aDG glyco up: alpha-DG glycosylation activation; 360,000 compounds, 0.22% hits; Pro5-aDG cells, alpha-DG glycosylation AlphaScreen (IIH6); 0% Pro5, 100% B10-LARGE cell signal; activation, % at 10 µM; AID 624168;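 active means activation of at least 8% versus controls, or a plate z-score of at least 8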;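 further: Pro5 are CHO cells carrying HIG-tagged alpha-DG that lacks glycosylation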
Glyco luc inh: blocks N-linked glycosylation in D54 reporter cells; D54 ERlucT glycosylation luciferase reporter, 24 h; percent of 100 nM tunicamycin response; AID 588692; 360,000 compounds, 0.23% hits; reporter increase, % at 12.5 µM;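 active means mean luciferase reporter signal, scaled so untreated is 0 and the glycosylation-blocking control 100, at or above a set limit in every replicate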;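 further: luciferase carries N-glycosylation sites so blocking glycosylation raises the light; 0% = median of neutral control wells and 100% = median of 100 nM tunicamycin wells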
Cardio protect: modulators protecting cardiomyocytes from myocardial damage. 360,000 compounds, 0.63% hits. AID 588492. H9c2 cardiomyocytes, H2O2 injury protection, ATPLite, 2 h. protection from H2O2 cell death, % at 20 µM;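 active means compounds giving at least 50% protection of heart cells from peroxide-induced death in the single-dose screen, raw or plate-pattern-corrected value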;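 further: 0% = DMSO wells with peroxide and 100% = DMSO wells without peroxide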
ABCB6 inh MLPCN: inhibitors of human ABC transporter ABCB6 | K562-ABCB6 porphyrin accumulation, flow cytometry, 1 h; active compounds read low | fluorescence ratio to DMSO, % at 10 µM | 360,000 compounds, 0.19% hits;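 active means fluorescence ratio to DMSO below 75%, the collection mean minus 3 SD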;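 further: signal is porphyrin accumulated inside mitochondria; 100% equals median channel fluorescence of DMSO control wells; lower ratio means ABCB6 inhibition with less porphyrin fluorescence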
Numbers without * were called inactive; . = not tested or not shown.

Every second line gives: m5-HT2A agonist | Exocytosis inh | Vif inh | PDI turbidity | CaV13 FRET inh | hiPSC survival | aDG glyco up | Glyco luc inh | Cardio protect | ABCB6 inh MLPCN
Cc1ccc(C(=O)Oc2ccc([N+](=O)[O-])cc2)cc1S(=O)(=O)N1CCCCCC1
→ 1 | 1 | -11 | 5 | -5 | -1.3 | -0.5 | 1 | -8 | 95
CC1(C)OC(C)(C)/C(=C\c2ccccc2[N+](=O)[O-])C1=O
→ -4 | -10 | 6 | 2 | -5 | 0.3 | 0.1 | 0 | 0 | 99
COc1ccccc1CCC(=O)N1CCN(S(=O)(=O)c2cccc(F)c2)CC1
→ 0 | -4 | -5 | 3 | -5 | -0.5 | -0.1 | 0 | 3 | 99
O=S(=O)(c1cccs1)N1CCC(CO)(Cc2cccc(F)c2)CC1
→ 1 | -5 | 8 | -8 | -6 | 0.0 | 0.7 | -2 | -5 | 116
CC(C)c1nc2c(s1)CCc1onc(-c3ccc(Cl)cc3)c1-2
→ -4 | 10 | 11 | -1 | -5 | -2.3 | 0.1 | 1 | -3 | 103
Cc1ccc(-c2cc(C(F)F)nc(NCc3cccnc3)n2)cc1
→ -6 | -2 | -11 | -3 | -4 | -2.0 | 0.4 | 6 | -6 | 94
N=C1/C(=C\c2coc3ccccc3c2=O)C(=O)N=C2SC(c3ccncc3)=NN12
→ 1 | 2 | -4 | -1 | -140 | -0.2 | 0.1 | 4 | 0 | 106
COc1ccc(CN2C(=O)c3ccccc3C2C(=O)NCCc2ccccc2)c(OC)c1 (centres undefined)
→ -5 | -6 | 2 | 14 | -14 | -0.1 | -0.1 | 0 | 3 | 103
Cc1ccccc1-n1c(Cn2c(=O)sc3ccccc32)nnc1SCC(=O)N1CCCC1
→ -2 | -1 | 0 | . | -2 | -0.5 | 0.1 | -2 | 18 | 105
Cc1nc(Nc2ccc3c(c2)OCCO3)c2c(C)c(C)sc2n1
→ 3 | -2 | -2 | -8 | -3 | -0.6 | -0.1 | 2 | -2 | 99
Cc1c(Cc2ccccc2)c(=O)oc2c(C)c(OCC(=O)NCC3CCC(C(=O)O)CC3)ccc12 (centres undefined)
→ -2 | 15 | 0 | . | . | 1.3 | -0.1 | 1 | 3 | 100
COc1ccccc1OCCNC(=O)c1ccc2c(c1)OCCO2
→ 5 | -3 | -6 | 8 | -5 | -0.5 | -0.1 | -8 | -6 | 109
O=C(CC1CCCCC1)N1CCC(c2nc(-c3ccc(S(=O)(=O)N4CCCC4)cc3)no2)CC1
→ 0 | -5 | -3 | -7 | -5 | -3.7 | 1.6 | 0 | -19 | 97
COc1ccc(OC)c(CN2CCN(Cc3cccc4ccccc34)CC2)c1
→ -9 | 9 | -5 | 8 | 7 | -0.7 | 0.1 | 0 | -8 | 104
COC(=O)CSc1nc(COc2ccccc2)nc2ccccc12
→ 5 | 9 | -1 | 5 | 0 | -0.5 | 0.1 | -2 | 7 | 100
CCOC(=O)C1CCN(C(=O)Cn2cc(C(=O)c3ccco3)c3ccccc32)CC1
→ 2 | -1 | -8 | -3 | -10 | -0.4 | 0.0 | 1 | 18 | 96
CCN1CCN(C(=O)NS(=O)(=O)c2ccc(C)cc2)CC1
→ 5 | 6 | -4 | 5 | -20 | 1.6 | 0.1 | -2 | -2 | 98
COC(=O)c1ccc2nc(-c3ccc(OC)c(OC)c3)c(Cc3ccccc3OC)n2c1
→ -3 | -1 | . | . | -6 | -0.7 | 0.3 | 5 | 0 | 102
Cc1ccc(C)c(NC(=O)c2ccc3nccnc3c2)c1
→ -4 | 1 | 0 | 0 | -3 | -0.1 | 0.0 | -5 | 4 | 92
COC(=O)n1c(SC)nc2ccccc21
→ 0 | 2 | -4 | -3 | . | 4.4 | 0.0 | -1 | -4 | 103
Cc1ccc(OCC(=O)Nc2nnc(S(=O)(=O)N3CCCCCC3)s2)cc1
→ -1 | -4 | 3 | -7 | -6 | 2.6 | -0.2 | 0 | 3 | 91
CCOC(=O)CN(Cc1sccc1C)C(=O)Nc1ccc(OC)cc1OC
→ 3 | -2 | 8 | -2 | -9 | -2.4 | 0.2 | 0 | 2 | 102
O=C(Nc1cc(=O)[nH]c2ncnn12)c1ccccc1Cl
→ 16* | 0 | 0 | -4 | -6 | 1.0 | -0.5 | 1 | -5 | 101
Cn1c(Cn2c(=O)sc3ccccc32)nnc1SCC(=O)Nc1ccc(Cl)cc1
→ 5 | -5 | 5 | . | -3 | -3.1 | 0.2 | 0 | -13 | 94
CC(=O)Nc1ccc(OC(=O)CC2SC(=O)NC2=O)cc1 (centres undefined)
→ 5 | 0 | -1 | 10 | -3 | 4.6 | -0.1 | 0 | 1 | 95
CCOc1ccc(C(=O)Nc2cc3c(cc2N2CCCC2)n(CC)c(=O)n3CC)cc1OCC
→ 7 | 0 | -2 | -6 | -6 | -0.5 | 0.1 | 11 | 9 | 102
COc1ccc(C(=O)NCc2nnc(SCC(=O)N3CCOCC3)o2)cc1
→ -1 | -1 | . | -7 | -4 | -0.3 | 0.1 | 2 | -2 | 107
FC(F)(F)c1cnc(NNC(=S)Nc2ccccc2)c(Cl)c1
→ -17 | -19 | -7 | 7 | -10 | -1.1 | 0.4 | -1 | -1 | 124
COC(=O)C1CCN(C(=O)c2ccc(NC(C)=O)cc2)CC1
→ 0 | 2 | -2 | -2 | -6 | -1.4 | 0.2 | -4 | 8 | 102
COc1ccccc1C(=O)NCCC(=O)NCc1cccnc1
→ 5 | 0 | -5 | 7 | -3 | -0.5 | 0.0 | 3 | 11 | 97
COCCCNC(=O)c1ccccc1NS(C)(=O)=O
→ -1 | 4 | 11 | -1 | . | -4.1 | 0.0 | 2 | -27 | 100
NC(=O)c1ccccc1OCC(=O)NS(=O)(=O)c1ccc(Cl)cc1
→ 8 | -5 | 6 | 1 | -9 | 0.6 | -0.3 | 3 | 5 | 92
CCCCC[C@H](C)N1C[C@H](COCc2ccccc2)Oc2cc(N3CCC[C@H]3CO)ccc2S1(=O)=O
→ -3 | 17 | . | . | -11 | 0.6 | 0.1 | . | . | 95
O=c1[nH]c(-c2ccc(O)cc2)nc2scc(-c3cccs3)c12
→ -1 | -3 | 0 | -4 | -4 | 0.1 | 0.0 | 0 | -8 | 99
Cc1ccc(NC(=O)c2cc(S(=O)(=O)N3CCc4ccccc43)cn2C)cc1C
→ -3 | -5 | . | . | -9 | 0.4 | 0.2 | -7 | -16 | 92
Cc1ccc2c(cnn2C(=O)CCC(=O)NC2CCCCC2)c1
→ 3 | 2 | -1 | . | -7 | -2.1 | 0.6 | 1 | 1 | 99
CC(=O)Nc1ccc(C(O)(C(F)(F)F)C(F)(F)F)cc1
→ 2 | 2 | . | -2 | -6 | -1.0 | -0.1 | 0 | -5 | 106
O=C(c1ccc(OC2CCN(Cc3ccccc3O)CC2)cc1)N1CCCCC1
→ 1 | 5 | -4 | 0 | -3 | 0.1 | 1.1 | -3 | 5 | 93
COc1ccc(CCn2c(=N)c(C(=O)NCC3CCCO3)cc3c(=O)n4cccc(C)c4nc32)cc1 (centres undefined)
→ 2 | 3 | 21 | 4 | -9 | -0.7 | 0.1 | 41* | 23 | 107
COCCCN(C(=O)C1CCC1)c1c(N)n(Cc2ccccc2)c(=O)[nH]c1=O
→ -5 | -1 | -5 | 6 | -6 | -0.4 | -0.1 | 1 | 5 | 99
Fc1ccc(CNC(=S)Nc2ccc(OC(F)F)cc2)cc1
→ 0 | 2 | 0 | 1 | -5 | -1.2 | 0.4 | -2 | -10 | 102
CN[C@@H](C)C(=O)NC[C@H]1O[C@@H](n2cnc3c(N)ncnc32)[C@H](O)[C@@H]1O
→ 5 | -13 | . | -1 | -7 | 0.6 | -0.2 | 1 | -6 | 101
CCN(CCCNC(=O)C1CCN(S(=O)(=O)N2CCC3(CC2)OCCO3)CC1)c1ccccc1
→ -6 | 1 | -5 | -3 | -7 | -0.5 | 0.4 | -1 | 2 | 100
CC(C)C[C@@H]1CN=C(N)N1C[C@@H]1CCCN1C[C@@H](C(C)C)N1C[C@@H](Cc2ccccc2)N(CCc2ccc(Cl)c(Cl)c2)C1=N
→ 4 | 2 | . | 11 | -3 | 0.1 | 0.2 | 1 | -3 | 98
O=C(Oc1ccc2ccc(=O)oc2c1)C1CCCCC1
→ -1 | 4 | 5 | -7 | -4 | -2.0 | 0.0 | 1 | 1 | 95
Cc1ccc(NC(=O)CCn2c(=O)oc3ccccc32)cc1
→ 1 | -2 | . | -3 | . | 2.1 | -0.2 | -2 | 7 | 99
COc1ccccc1NC(=S)N(Cc1ccc(C)cc1)Cc1cccnc1
→ -2 | 3 | -1 | 1 | -4 | 2.0 | -0.1 | 2 | -6 | 84
CN(C(=O)Cc1c[nH]c2ccccc12)C(C(=O)Nc1ccc2c(c1)OCO2)c1ccccc1 (centres undefined)
→ 2 | -3 | -3 | 3 | -2 | -0.2 | 0.1 | -3 | -2 | 97
O=C(NN1C(=O)c2ccccc2NC1c1cccnc1)c1ccc([N+](=O)[O-])cc1 (centres undefined)
→ 9 | 0 | -1 | 1 | -1 | 0.8 | -0.3 | -1 | -1 | 91
Cc1ccc(NC(=O)CCc2nnc3ccc(NCc4ccco4)nn23)cc1F
→ -9 | -4 | -4 | -8 | -14 | 0.0 | 0.4 | 1 | 0 | 104
CCOC(=O)C1=CC[C@H]2c3c(c4ccccc4n3C)C(=O)C1N2Cc1ccccc1
→ 11 | 4 | -8 | 3 | -9 | 5.4 | -0.3 | 1 | 14 | 94
COc1ccc(C(=O)N2CCC2(C)C(=O)NC(C)C)cc1OC (centres undefined)
→ 7 | -9 | 1 | -4 | -14 | 0.9 | 0.1 | 2 | 9 | 93
CCNCCNC(=O)c1c(O)c2cccc3c2n(c1=O)CCC3
→ -1 | 13 | 0 | -2 | -5 | 7.8 | 0.6 | -4 | -3 | 121
Cc1ccc(C(=O)CSc2nnc3c4ccccc4nc(C(C)(C)C)n23)cc1
→ 8 | -3 | -1 | 1 | -6 | -0.7 | 0.0 | 12 | -5 | 94
COc1cccc(NC(=O)Cc2ccc(C)cc2)c1
→ -5 | -1 | -4 | 1 | -2 | 2.9 | 0.1 | 0 | -6 | 97
NS(=O)(=O)c1ccc(CCNC(=O)COC(=O)/C=C/c2ccccc2Cl)cc1
→ -3 | -6 | -1 | 0 | 9 | 0.2 | 0.5 | 0 | -11 | 94
CN(CCc1ccccc1)C(=O)c1ccc(NC(=O)Cc2ccc([N+](=O)[O-])cc2)cc1
→ -2 | 11 | -7 | -6 | -5 | -0.7 | 0.3 | -2 | -5 | 92
CC(=O)C1=C(C)N(Cc2ccccc2)C(=O)N[C@H]1c1cccs1
→ -7 | 21 | -4 | 2 | -4 | 0.3 | 0.2 | 0 | 0 | 104
CC(C)CCNC(=O)C(=O)Nc1cc2c3c(c1)CC(=O)N3CCC2
→ -9 | 2 | -2 | -4 | -3 | -0.4 | -0.1 | -1 | 10 | 101
O=C(O)CCC(NC(=O)c1ccc(Cl)cc1)C(=O)O (centres undefined)
→ 5 | -1 | -1 | -1 | 4 | 1.6 | 0.3 | 1 | -4 | 101
Cc1cccc(NC(=O)c2onc3c2CCCC3)c1C
→ -5 | -5 | -1 | -8 | . | 1.1 | 0.1 | 1 | -17 | 114
